Compound activity deposited in PubChem BioAssay by National Center for Advancing Translational Sciences (NCATS).
BRCA1 expr up: BRCA1 expression activation. MCF7-BRCA1-FFLuc reporter, luminescence, 48 h; response scale: scaled: vehicle 0%, 10 µM genistein 100%. Potency, µM (doses to about 46.1 µM), for inactives: top-dose activation, actives largely listed as activators. 380,000 compounds, 1.1% hits. AID 624202; note: nearly all actives have a fitted effect of over 80% in size; some results filed as inactive show a strong effect at the top dose
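Compounds are tested at multiple concentrations on MCF7 BRCA1-luciferase reporter cells seeded at 2000 per well; after 48 h, a single luminescence end-point is taken and curves fitted to the normalized data.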
ELG1 genotox: induces genotoxicity in HEK293T cells with luciferase-tagged ELG1; HEK293T ELG1-luciferase reporter, luminescence, 16 h; Potency, µM (top dose mostly 46 µM), inactives show at the top dose activity change, positive = activation, usual class: activators; 330,000 compounds, 1.3% hits; AID 504466; note: % of control where 0% means no effect; nearly all actives have a fitted effect of over 60% in size
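Screening used a luciferase reporter fused to human ELG1 in HEK293T cells. Luminescence was read on a CCD plate imager after 16 hr exposure and 30 min ONE-Glo incubation.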
uPA generation: inhibitors of cell surface uPA generation | Potency, µM (series often up to 38.3 µM), without a hit: top-dose activity change, negative = inhibition, actives largely listed as inhibitors | cell surface uPA generation assay, qHTS | 330,000 compounds, 0.31% hits; active = well fitted inhibition curve with a large enough effect; inconclusive = small, poorly fitted or top-dose-only effect; inactive = no such curve, though single readings can be large or run the other way; tested in mouse RAW 264.7 cells; note: % is set by controls: 0 for no effect and ±100 for the full control effect; nearly all actives have a fitted effect of over 55% in size
p53 reactivator: mutant p53 re-activation in reporter cells. H1299 p53-A138V BP100-luciferase reporter, luminescence, 24 h. Potency, µM (titrated, usually from 92.2 µM), without a hit: at the highest dose activity change, positive = activation, most hits filed as activators. 320,000 compounds, 0.063% hits; note: % of control where 0% means no effect; nearly all actives have a fitted effect of over 45% in size
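H1299 (p53-null), stable ts p53-A138V + BP100-Luc; 1000 cells/well, Opti-MEM/10% FBS; cpd 4 pt, 1:5; 24 h, 37 deg C, 5% CO2; detection reagent 10 min RT; luminescence.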
* = called active by the depositor. Unless noted, calls come from the whole dose curve; as a rule, active = well fitted activation curve with a large enough effect; inconclusive = small, poorly fitted or top-dose-only effect; inactive = no such curve, though single readings can be large or run the other way. Potency is the fitted concentration of half-maximal effect.

Start of the data: the first 4 compounds (preview)
How did COc1ccc(S(=O)(=O)N2CCOCC2)cc1NS(=O)(=O)c1ccc(F)c(F)c1 do in these assays?
BRCA1 expr up: -17%; ELG1 genotox: -1%; uPA generation: 7%; p53 reactivator: 19%

What do the screens show for `CC(C)(C)OC(=O)CNC(=O)c1[nH]cnc1C(=O)NC1CCNCC1`?
BRCA1 expr up: -9%; ELG1 genotox: 3%; uPA generation: -6%; p53 reactivator: 18%

Results for O=C(Nc1ccc(OC(F)(F)F)cc1)c1ccccc1-n1cnnn1 ?
BRCA1 expr up: -22%; ELG1 genotox: 3%; uPA generation: -3%; p53 reactivator: -8%

How did O=C(Cc1ccc2ccccc2c1)NC(Cc1ccccc1)C(=O)O (configuration not stated) do in these assays?
BRCA1 expr up: 10%; ELG1 genotox: -1%; uPA generation: 2%; p53 reactivator: 3%

Results, repeating the preview:
How did COc1ccc(S(=O)(=O)N2CCOCC2)cc1NS(=O)(=O)c1ccc(F)c(F)c1 do in these assays?
BRCA1 expr up: -17%; ELG1 genotox: -1%; uPA generation: 7%; p53 reactivator: 19%

What do the screens show for `CC(C)(C)OC(=O)CNC(=O)c1[nH]cnc1C(=O)NC1CCNCC1`?
BRCA1 expr up: -9%; ELG1 genotox: 3%; uPA generation: -6%; p53 reactivator: 18%

Results for O=C(Nc1ccc(OC(F)(F)F)cc1)c1ccccc1-n1cnnn1 ?
BRCA1 expr up: -22%; ELG1 genotox: 3%; uPA generation: -3%; p53 reactivator: -8%

How did O=C(Cc1ccc2ccccc2c1)NC(Cc1ccccc1)C(=O)O (configuration not stated) do in these assays?
BRCA1 expr up: 10%; ELG1 genotox: -1%; uPA generation: 2%; p53 reactivator: 3%

What do the screens show for `CC(C)(C)OC(=O)C[C@H]1C/C=C\C[C@@H](CC(=O)N[C@@H](CO)Cc2ccccc2)C(=O)NC[C@@H](c2ccccc2)OC1=O`?
BRCA1 expr up: -25%; ELG1 genotox: 0%; uPA generation: 16%; p53 reactivator: -1%

Results for CCN(CC(=O)NC1CCS(=O)(=O)C1)S(=O)(=O)c1ccc(Br)cc1 (configuration not stated) ?
BRCA1 expr up: 1%; ELG1 genotox: -1%; uPA generation: -5%; p53 reactivator: 1%

How did O=C(CNC(=O)c1ccc(Br)cc1)Nc1ccc2c(c1)CCC2 do in these assays?
BRCA1 expr up: -11%; ELG1 genotox: 1%; uPA generation: 2%; p53 reactivator: inconclusive

How did COc1ccc(/C=C/C(=O)OCC(=O)N2CCCCCC2)cc1OC do in these assays?
BRCA1 expr up: -1%; ELG1 genotox: 7%; uPA generation: -3%; p53 reactivator: -13%

How did Cc1cc(C)n(CC(=O)NNC(=O)c2cncc(Br)c2)n1 do in these assays?
BRCA1 expr up: -2%; ELG1 genotox: -1%; uPA generation: 2%; p53 reactivator: 0%

What do the screens show for `O=c1oc2ccccc2c2c1cnc1ccccc12`?
BRCA1 expr up: 7%; ELG1 genotox: 4%; uPA generation: 13%; p53 reactivator: -4%

Results for Cc1cc(C(=O)OCC(=O)Nc2ccccc2Br)c(C)o1 ?
BRCA1 expr up: 0%; ELG1 genotox: -4%; uPA generation: -3%; p53 reactivator: 18%

Results for CC(=O)c1c(C)[nH]c(C(=O)COC(=O)c2cccs2)c1C ?
BRCA1 expr up: inconclusive; ELG1 genotox: 15%; uPA generation: -4%; p53 reactivator: inconclusive

What do the screens show for `C[C@]12CC[C@H](O)CC1=CCC1C2CC[C@@]2(C)C1CCC21OCCO1` (some centres not stated)?
BRCA1 expr up: -66%; ELG1 genotox: -3%; uPA generation: -1%; p53 reactivator: 0%

What do the screens show for `O=C(C[C@H]1C/C=C\C[C@H](NC(=O)OCC2c3ccccc3-c3ccccc32)C(=O)OC[C@H]2CCCN2C1=O)NCCO`?
BRCA1 expr up: -11%; ELG1 genotox: 1%; uPA generation: 16%; p53 reactivator: -3%

How did COc1cc(/C=C/C(=O)N(C)CC(=O)Nc2ccccc2SC)cc(OC)c1OC do in these assays?
BRCA1 expr up: -10%; ELG1 genotox: 0%; uPA generation: 2%; p53 reactivator: -4%

Results for CSCCC(NC(=O)c1ccccc1)C(=O)N1CCN(C(=O)c2ccccc2)CC1 (configuration not stated) ?
BRCA1 expr up: -11%; ELG1 genotox: -2%; uPA generation: 8%; p53 reactivator: -2%

What do the screens show for `CCN(CC)C(=O)[C@H]1CC(CC(=O)NCCC2=CCCCC2)C(=O)N2CCc3c([nH]c4ccccc34)[C@]12C` (some centres not stated)?
BRCA1 expr up: -33%; ELG1 genotox: -5%; uPA generation: -23%; p53 reactivator: 2%

What do the screens show for `COc1ccc(-c2noc(CCCCC(=O)N3CCN(c4cc(C)ccc4C)CC3)n2)cc1`?
BRCA1 expr up: -54%; ELG1 genotox: 1%; uPA generation: inconclusive; p53 reactivator: 4%

Results for CC12CC3CC(C1)CC(C(=O)NNC(=O)c1ccncc1)(C3)C2 ?
BRCA1 expr up: -11%; ELG1 genotox: 0%; uPA generation: -5%; p53 reactivator: -5%

How did CSc1ccccc1NC(=O)CN(C)C(=O)COc1cccc2cccnc12 do in these assays?
BRCA1 expr up: -12%; ELG1 genotox: -5%; uPA generation: -5%; p53 reactivator: -12%

Results for C=CC[C@@H](CC(=O)N[C@H](CO)Cc1ccccc1)C(=O)NCCOC(=O)[C@@H](CC=C)CC(=O)OC(C)(C)C ?
BRCA1 expr up: -16%; ELG1 genotox: -2%; uPA generation: -6%; p53 reactivator: -2%

How did CCCn1c(N)c(C(=O)CSc2nc(C3CC3)n(-c3ccccc3)n2)c(=O)[nH]c1=O do in these assays?
BRCA1 expr up: -14%; ELG1 genotox: inconclusive; uPA generation: 1%; p53 reactivator: 1%

How did COc1ccccc1S(=O)(=O)N1CCNC(=O)C1 do in these assays?
BRCA1 expr up: 9%; ELG1 genotox: 0%; uPA generation: -3%; p53 reactivator: -2%

Results for CC[C@]12c3[nH]c4ccc(OC)cc4c3CCN1C(=O)C(CC(=O)NCc1cccc(C(F)(F)F)c1)C[C@@H]2C(=O)N1CCN(C(=O)c2ccco2)CC1 (some centres not stated) ?
BRCA1 expr up: -27%; ELG1 genotox: -1%; uPA generation: 16%; p53 reactivator: -2%

How did Cc1ccc(S(=O)(=O)N2C[C@@H]3[C@H]4CC[C@H](C4)[C@@H]3[C@@H](C)[C@@H]2c2ccn(Cc3ccccc3)c2)cc1 do in these assays?
BRCA1 expr up: -5%; ELG1 genotox: -2%; uPA generation: -25%; p53 reactivator: 11%

What do the screens show for `CC1(C)Oc2cc3oc(=O)ccc3cc2C[C@@H]1O`?
BRCA1 expr up: 15%; ELG1 genotox: 9%; uPA generation: 3%; p53 reactivator: 8%

What do the screens show for `O=C(NCc1ccccn1)c1c(-c2ccccc2)sc2ccccc12`?
BRCA1 expr up: -61%; ELG1 genotox: 2%; uPA generation: inconclusive; p53 reactivator: 5%

How did Nn1c(SCC(=O)NC2CCCc3ccccc32)nnc1C1CC1 (configuration not stated) do in these assays?
BRCA1 expr up: -15%; ELG1 genotox: 1%; uPA generation: -10%; p53 reactivator: 9%

Results for CC(C)[C@H](NC(=O)OCc1ccccc1)C(=O)OCC(=O)c1ccccc1 ?
BRCA1 expr up: -22%; ELG1 genotox: 11%; uPA generation: -4%; p53 reactivator: inconclusive

What do the screens show for `CCN(C[C@H]1N[C@@](CC)(C(=O)OC)[C@H]2C(=O)N(C)C(=O)[C@@H]12)C(=O)Nc1ccc(Cl)cc1`?
BRCA1 expr up: 7%; ELG1 genotox: 4%; uPA generation: -9%; p53 reactivator: 3%

Ordered by molar mass (low to high): part of the list above
What do the screens show for `CC1(C)Oc2cc3oc(=O)ccc3cc2C[C@@H]1O`?
BRCA1 expr up: 15%; ELG1 genotox: 9%; uPA generation: 3%; p53 reactivator: 8%

What do the screens show for `CCN(C[C@H]1N[C@@](CC)(C(=O)OC)[C@H]2C(=O)N(C)C(=O)[C@@H]12)C(=O)Nc1ccc(Cl)cc1`?
BRCA1 expr up: 7%; ELG1 genotox: 4%; uPA generation: -9%; p53 reactivator: 3%

Results for C=CC[C@@H](CC(=O)N[C@H](CO)Cc1ccccc1)C(=O)NCCOC(=O)[C@@H](CC=C)CC(=O)OC(C)(C)C ?
BRCA1 expr up: -16%; ELG1 genotox: -2%; uPA generation: -6%; p53 reactivator: -2%

Remaining list, next part
Results for O=C(COC(=O)Cc1ccc(Cl)cc1)NCc1ccco1 ?
BRCA1 expr up: -4%; ELG1 genotox: 0%; uPA generation: 6%; p53 reactivator: 11%

Results for CN(CCO)c1ccc(C=NNc2ccc([N+](=O)[O-])cc2S(=O)(=O)Nc2ccccc2C(=O)O)cc1 ?
BRCA1 expr up: 15%; ELG1 genotox: 0%; uPA generation: -4%; p53 reactivator: 1%

What do the screens show for `Cc1ccc(NC(=O)CN2C(=O)NC3(CCCCC3)C2=O)cc1S(=O)(=O)N1CCOCC1`?
BRCA1 expr up: -10%; ELG1 genotox: 1%; uPA generation: 3%; p53 reactivator: -4%

What do the screens show for `CC1CCC2(CC1)NC(=O)N(CC(=O)N1c3ccccc3CC1C)C2=O` (configuration not stated)?
BRCA1 expr up: 20%; ELG1 genotox: 2%; uPA generation: 3%; p53 reactivator: -12%

Results for C[C@@H]1CN([C@H](C)CO)C(=O)c2cc(NS(=O)(=O)c3ccc(F)cc3)ccc2O[C@@H]1CN(C)Cc1ccc(Cl)c(Cl)c1 ?
BRCA1 expr up: -59%; ELG1 genotox: -3%; uPA generation: inconclusive; p53 reactivator: -6%

What do the screens show for `O=C(CCc1nc(-c2ccc(F)cc2)no1)NCc1ccccc1CN1CCOCC1`?
BRCA1 expr up: -15%; ELG1 genotox: 0%; uPA generation: 3%; p53 reactivator: -4%

What do the screens show for `Cc1nc(SCCc2nc3ccccc3[nH]2)c2oc3ccccc3c2n1`?
BRCA1 expr up: 0%; ELG1 genotox: 0%; uPA generation: 13%; p53 reactivator: 10%

What do the screens show for `COc1ccc(S(=O)(=O)N2CCN(C(=O)c3cc4c(s3)CCC4)CC2)cc1`?
BRCA1 expr up: -28%; ELG1 genotox: -1%; uPA generation: 0%; p53 reactivator: -3%

What do the screens show for `O=C(COC(=O)/C=C/c1ccc(Cl)cc1)NC1CC1`?
BRCA1 expr up: 1%; ELG1 genotox: 4%; uPA generation: -15%; p53 reactivator: 6%

How did CCN(C(=O)CSc1n[nH]c(N)n1)C1CCCCC1 do in these assays?
BRCA1 expr up: 13%; ELG1 genotox: -2%; uPA generation: -2%; p53 reactivator: -7%

How did CN(C)CCCNC(=O)C[C@H]1C[C@H](C(=O)N2CCOCC2)[C@@]2(C)c3[nH]c4cc(-c5ccco5)ccc4c3CCN2C1=O do in these assays?
BRCA1 expr up: -5%; ELG1 genotox: 6%; uPA generation: 10%; p53 reactivator: 3%

What do the screens show for `COc1cccc(C2(C)NC(=O)N(CC(=O)Nc3ccc(N4CCOCC4)cc3)C2=O)c1` (configuration not stated)?
BRCA1 expr up: -2%; ELG1 genotox: 1%; uPA generation: 10%; p53 reactivator: -11%

Results for CN=C1N(C)C[C@@H]2[C@@H]3C(=O)N(C)C(=O)[C@@H]3[C@](Cc3ccccc3)(C(=O)OC)N12 ?
BRCA1 expr up: 0%; ELG1 genotox: 7%; uPA generation: 15%; p53 reactivator: -3%

Results for O=c1c2ccccc2oc2c1oc1ccccc12 ?
BRCA1 expr up: 57%; ELG1 genotox: inconclusive; uPA generation: inconclusive; p53 reactivator: inconclusive

These rows are one share of the data (hit frequency here may not be typical).
